# hERG rescue = shields human hERG channel from block by proarrhythmic agents; Q12809; 0.51% of 310,000 active; activation (rescue from dofetilide block), less the hit threshold, % at 10 µM; CHO-hERG, FluxOR thallium flux, dofetilide IC70 present;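 active means activation above the mean of controls blocked by dofetilide plus 5 SD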;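 further: thallium influx through hERG after potassium depolarization seen as dye fluorescence rise; in these data hits start at about 4.7%; inactives centre near -7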
# KCNK9 block = blocks the human KCNK9 two-pore domain potassium channel. B-score at 10 µM. HEK293 KCNK9, FluxOR thallium flux fluorescence; active compounds read low. Q9NPC2. AID 488922. 1.2% of 310,000 active;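 active means ratio B-score over 3 SD below the library mean, with starting fluorescence within 5 SD of its mean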;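 further: negative B-score means less thallium flux so channel inhibition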
# DYRK1A inh = Dyrk1A (rat) kinase inhibition | inhibition, % at 12.5 µM | ADP-Glo luminescence, NFATc1 peptide | 0.43% of 310,000 active | Q63470; in the data active means inhibition above about 50%;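 further: plate controls were vehicle with enzyme for no effect and no enzyme for full effect; many of its hits are not listed in these tables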
# KCNQ1 block = blocks the human KCNQ1 potassium channel. P51787. CHO-K1 KCNQ1, FluxOR thallium flux fluorescence; active compounds read high. B-score at 10 µM. 1.3% of 310,000 active;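 active means compounds whose thallium flux B-score, printed positive for inhibition, exceeds three library SD while starting fluorescence stays within three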;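 further: channel opened by potassium depolarization with thallium stimulus after 20 min compound exposure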
# TRPC4 agonist = opens the mouse TRPC4 cation channel | B-score at 10 µM | 0.49% of 310,000 active | HEK293 TRPC4beta/mu-opioid, Fluo4 calcium fluorescence; active compounds read high | Q9QUQ5;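 active means B-score above 5 SD of library B-scores, and initial fluorescence ratio not above library mean plus 5 SD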;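 further: positive B-score marks a calcium rise read as TRPC4 activation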
#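 System: HEK293 cells stably co-expressing mouse TRPC4beta and mu-opioid receptor; Schedule: Fluo4 dye loading 45 min at room temperature, 110 s recording; Detection: Fluo4 fluorescence, kinetic; Evaluation: B-scored integrated calcium fluorescence ratio; Controls: buffer (low) and maximal DAMGO (high).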
# KCNK3 block = human KCNK3 channel inhibition, primary screen. O14649. CHO-KCNK3 thallium flux, FluxOR fluorescence; active compounds read low. B-score at 10 µM. 0.84% of 340,000 active. AID 602410;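 active means B-score under library mean minus 4 SD, starting fluorescence ratio at most library mean plus 5 SD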;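 further: more negative B-score means stronger inhibition of thallium flux through KCNK3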
# TMEM16A act = activates or potentiates the mouse TMEM16A chloride channel; AID 623877; B-score at 10 µM; HEK293 TMEM16A/YFP-H148Q/I152L, iodide quench fluorescence; active compounds read low; Q8BHY3; 0.3% of 340,000 active;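 active means fluorescence-ratio B-score plate-corrected deviation score at least 3 library SD below zero, with starting fluorescence score within 5 deviations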;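 further: channel opened by trigger with iodide after compound preincubation; score built on the fluorescence ratio of max minus min over baseline; more negative score means more quench and so TMEM16A activation or potentiation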
# Target sequence (Q8BHY3 whole entry, looked up): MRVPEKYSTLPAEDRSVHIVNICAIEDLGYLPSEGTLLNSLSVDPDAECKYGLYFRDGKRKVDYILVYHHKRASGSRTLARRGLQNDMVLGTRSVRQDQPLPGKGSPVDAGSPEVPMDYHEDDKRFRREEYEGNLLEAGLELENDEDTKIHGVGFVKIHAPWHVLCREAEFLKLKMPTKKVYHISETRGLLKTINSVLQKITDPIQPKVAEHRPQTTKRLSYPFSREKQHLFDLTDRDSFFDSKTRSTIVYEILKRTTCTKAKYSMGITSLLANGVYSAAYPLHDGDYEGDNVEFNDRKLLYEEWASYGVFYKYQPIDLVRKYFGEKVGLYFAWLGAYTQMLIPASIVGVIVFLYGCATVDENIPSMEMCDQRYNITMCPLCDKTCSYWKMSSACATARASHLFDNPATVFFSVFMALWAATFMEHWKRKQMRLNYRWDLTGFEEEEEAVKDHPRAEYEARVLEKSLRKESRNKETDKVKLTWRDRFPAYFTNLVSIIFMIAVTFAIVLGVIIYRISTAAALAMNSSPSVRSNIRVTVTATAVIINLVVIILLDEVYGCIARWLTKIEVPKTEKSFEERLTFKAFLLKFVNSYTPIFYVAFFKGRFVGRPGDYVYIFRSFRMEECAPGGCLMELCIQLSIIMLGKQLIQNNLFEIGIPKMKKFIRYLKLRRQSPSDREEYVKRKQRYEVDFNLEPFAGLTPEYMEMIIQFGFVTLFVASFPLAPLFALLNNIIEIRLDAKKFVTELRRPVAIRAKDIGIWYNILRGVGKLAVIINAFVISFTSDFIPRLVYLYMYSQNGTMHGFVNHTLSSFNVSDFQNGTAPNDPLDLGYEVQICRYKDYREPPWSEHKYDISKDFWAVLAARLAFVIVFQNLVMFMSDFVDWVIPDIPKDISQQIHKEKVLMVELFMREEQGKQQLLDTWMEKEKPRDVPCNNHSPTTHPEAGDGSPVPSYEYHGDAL
# ANO1 block = mouse TMEM16A channel inhibition, primary screen; Q8BHY3; HEK293 TMEM16A/YFP iodide influx fluorescence, ionomycin; normalized B-score (activity score, 25-100; higher = stronger inhibition) at 10 µM; 1.2% of 310,000 active; AID 588511;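 active means ratio plate-corrected score three or more library SD toward inhibition, starting fluorescence score within five deviations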;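 further: score derived from kinetic fluorescence span divided by baseline fluorescence per well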
# KCNQ1 pot = potentiates or activates the human KCNQ1 potassium channel | 0.35% of 310,000 active | B-score at 10 µM | CHO-K1 KCNQ1, thallium flux FluxOR fluorescence; active compounds read high;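 active means fluorescence ratio B-score, a plate-corrected score, at least three library SD, with initial intensity B-score within 5 SD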
#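 Assay system: CHO-K1 cells stably expressing KCNQ1; Medium: assay buffer with matched DMSO; Also added: K+/Tl+ depolarizing stimulus; Dosing: single dose; Timing: dye 90 min, compound 20 min, room temperature; Measured by: kinetic FluxOR thallium fluorescence, 10-s 1-Hz baseline, 110-s post-stimulus read; Read-out: peak-minus-minimum fluorescence over initial fluorescence, negative-control normalized, B-scored.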
# TRPC4 potent = TRPC4 (mouse) allosteric potentiation. Q9QUQ5. B-score at 10 µM. AID 2227. HEK293 TRPC4beta/mu-opioid, DAMGO EC20, Fluo-4 Ca2+ flux; active compounds read high. 0.42% of 310,000 active;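 active means B-score of calcium response area above 5 SD of library B-scores, with initial fluorescence ratio within 5 SD of library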;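 further: B-score of integrated fluorescence ratio over time as area under calcium response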
# HDAC3 inh = blocks human histone deacetylase 3; O15379; recombinant HDAC3, fluorogenic peptide/trypsin coupled, fluorescence; inhibition, % at 8.3 µM; 0.15% of 320,000 active; AID 2718; in the data active means inhibition above about 26%, passing the limit was not always enough; inconclusive means no clear call, values can overlap the other calls
# * hit, by the source's call; i = inactive; u = inconclusive; x = not tested or not shown. Some of the compounds tested; the hit share may differ from the screen's.
SMILES,hERG rescue,KCNK9 block,DYRK1A inh,KCNQ1 block,TRPC4 agonist,KCNK3 block,TMEM16A act,ANO1 block,KCNQ1 pot,TRPC4 potent,HDAC3 inh
COc1cccc(C(=O)N2CCC(C(=O)NCc3ccc(C)cc3)CC2)c1,-1.1,i,10.1,i,i,i,i,i,i,i,3.1
CCOc1ccccc1N(C(=O)c1ccco1)C(C(=O)NC1CCCC1)c1cccs1 (centres undefined),-13.3,i,-3.6,i,i,i,i,i,i,i,-3.1
Cc1ccc(C(=O)NCc2ccco2)cc1S(=O)(=O)Nc1cccc(C)c1C,-7.8,i,2.0,i,i,i,i,i,i,i,2.9
Cc1ccc(C(=O)O)cc1NC(=O)C1=CSCCO1,-6.7,i,-6.2,i,i,i,i,i,i,i,4.5
Cc1ccc(C)c(NS(=O)(=O)c2ccc(OCC(=O)N3CCOCC3)cc2)c1,-5.0,i,7.7,i,i,i,i,i,i,i,1.8
COc1cc([N+](=O)[O-])ccc1NC(=O)CSc1ccccn1,-7.3,i,8.5,i,i,i,i,i,i,i,6.8
O=C(C1CC(=O)N(c2ccc(F)cc2)C1)N1CCCCC1 (centres undefined),-4.1,i,1.0,i,i,i,i,i,i,i,-0.9
Cc1nn(C2CCS(=O)(=O)C2)c(Cl)c1/C=C/C(=O)OCC(=O)Nc1ccccc1OC(F)F (centres undefined),-8.0,i,3.8,i,i,i,i,i,i,i,4.7
C=CCc1c(C)nc(-c2ccccc2)nc1N/N=C/c1ccccc1,-11.5,i,-3.7,6*,i,i,i,i,i,i,10.3
COc1cccc(Cn2nnc(C(=O)NCc3ccc(F)cc3)c2N)c1,-9.3,i,-2.3,i,i,i,i,i,i,i,-3.9
Cc1ccc(-c2n[nH]c(=S)n2/N=C/C=C\c2ccccc2[N+](=O)[O-])cc1,-5.9,i,-5.6,i,i,i,i,i,i,i,5.5
C=CCOC(=O)C1=C(C)NC(SCC(=O)Nc2nccs2)=C(C#N)C1c1ccc(Cl)cc1 (centres undefined),-6.3,i,5.0,i,i,i,i,i,i,i,5.9
CCOC(=O)C1=NN(C(C)=O)C2(CC(=O)N(c3cccc(C)c3)C2=O)C1 (centres undefined),-4.8,i,0.1,i,i,i,i,i,i,i,-0.6
CCOC(=O)c1cc2cc(OC)ccc2[nH]1,-1.2,i,5.2,i,i,i,i,i,i,i,-14.9
Cn1c(N)c(C(=O)COC(=O)CCC(=O)c2cccs2)c(=O)n(C)c1=O,-4.5,i,2.7,i,i,i,i,i,i,i,0.5
O=C(CN1CCC(c2nc3ccccc3[nH]2)CC1)NCc1ccc2c(c1)OCO2,-11.2,i,3.3,i,i,i,i,i,i,i,-1.2
CN(c1ccccc1)S(=O)(=O)c1nnc(NC(=O)COc2ccccc2F)s1,-4.6,i,-1.2,i,i,i,i,i,i,i,12.0
Cc1ccc(NC(=O)[C@H](Cc2c[nH]c3ccccc23)NC(=O)[C@@H]2Cc3ccccc3CN2)c(C)c1,-17.0,i,-1.5,i,i,i,i,i,i,i,1.6
Cc1cc(C)n(-c2ccc(Cl)c(Cl)c2)n1,-9.4,i,-0.9,i,i,i,i,i,i,i,2.9
O=C(c1cc(-c2cccc(Cl)c2)nc2ccccc12)N1CCCC1,-17.9,i,-2.4,i,i,i,i,i,i,i,14.3
Cc1ccc(S(=O)(=O)NCC2CCCO2)cc1[N+](=O)[O-] (centres undefined),-6.6,i,-0.1,i,i,i,i,i,i,i,-2.2
O=C(Nc1ccnn1C1CCN(Cc2ccc(CO)o2)CC1)c1ccccc1Cl,-1.8,i,-4.6,i,i,i,i,i,i,i,-9.5
COc1ccc(CCN2C(=O)C(O)=C(C(=O)c3ccco3)C2c2cccs2)cc1OC (centres undefined),-1.8,i,25.7,i,i,i,i,i,i,i,1.9
CC(=O)Nc1ccc(C2=NNC(=NCC3CCCO3)SC2)cc1 (centres undefined),x,x,6.0,x,x,i,i,i,x,x,5.8
O=C(NCc1ccco1)c1sc2cc(F)ccc2c1Cl,-1.9,i,46.4,i,i,i,i,i,i,i,-0.1
Cc1ccc(S(=O)(=O)N(CC(=O)NCc2ccco2)c2ccccc2C)cc1,-7.7,i,-6.1,i,i,i,i,i,i,i,9.0
Cc1cnc(C(=O)NCc2ccc(Cl)cc2Cl)cn1,-10.1,i,x,i,i,i,i,i,i,i,-5.4
Clc1ccc2c(N3CCOCC3)ccnc2c1,-4.4,i,-4.8,i,i,i,i,i,i,i,4.7
CC(C)Cn1cc(C(=O)NCC2CCCO2)c2c3ccccc3n(C)c2c1=O (centres undefined),-19.7,i,-5.5,i,i,i,i,i,i,i,-0.3
CCC1(CC)NC(=O)N(CC(=O)OCC(=O)Nc2sccc2C#N)C1=O,-8.5,i,-3.8,i,i,i,i,i,i,i,1.4
CCOc1ccc(CC(C(N)=O)C(N)=O)cc1,-6.6,i,11.1,i,i,i,i,i,i,i,-4.2
CN(CCC#N)C(=O)COC(=O)c1ccc2[nH]c3c(c2c1)CCCC3,-3.3,i,-1.6,i,i,i,i,i,i,i,-9.0
CCCN(Cc1ccccc1)S(=O)(=O)c1ccc(N2C(=O)CCC2=O)cc1,-1.8,i,5.7,i,i,i,i,i,i,i,5.4
CCC(C)C(NC(=O)C(C)NC(=O)CNC(=O)CNC(=O)OCc1ccccc1)C(=O)OC (centres undefined),2.2,i,-2.3,i,i,i,i,i,i,i,2.3
CCOc1ccc(N2C(=O)CC(NCC3CCCO3)C2=O)cc1 (centres undefined),-18.8,i,3.4,i,i,i,i,i,i,i,1.1
CCOC(=O)C1CCN(C(=O)Cn2nc(C)n3c(cc4cc(C)ccc43)c2=O)CC1,-6.5,i,-4.2,i,i,i,i,i,i,i,1.0

# Structures listed above printed as active in KCNQ1 block.
structure	KCNK9 block	DYRK1A inh	KCNQ1 block	TRPC4 agonist	KCNK3 block	TMEM16A act	TRPC4 potent	HDAC3 inh
C=CCc1c(C)nc(-c2ccccc2)nc1N/N=C/c1ccccc1	i	-3.7	6*	i	i	i	i	10.3

# The list goes on:
SMILES,hERG rescue,KCNK9 block,DYRK1A inh,KCNQ1 block,TRPC4 agonist,KCNK3 block,TMEM16A act,ANO1 block,KCNQ1 pot,TRPC4 potent,HDAC3 inh
O=C(COc1ccc(-n2cnnn2)cc1)Nc1ccccc1Cl,-3.8,i,-2.1,i,i,i,i,i,i,i,-5.3
Cc1ccsc1C(=O)NNC(=O)c1ccc(NS(=O)(=O)c2cccs2)cc1,-9.2,i,-11.5,i,i,i,i,i,i,i,2.2
Cc1cc(C(=O)OCC(=O)NCc2cccs2)c2ccccc2n1,-16.6,i,x,i,i,i,i,i,i,i,-5.8
Cc1cc(C)cc(N(C(C)C(=O)N2CCCC2)S(C)(=O)=O)c1 (centres undefined),-1.3,i,11.6,i,i,i,i,i,i,i,3.8
COc1ccc(OCC(=O)NNC(=O)c2nn(C)c(=O)c3ccccc23)cc1,-0.8,i,-4.4,i,i,i,i,i,i,i,1.3
CCc1ccc(NC(=O)C2CCN(S(=O)(=O)c3cnc[nH]3)CC2)cc1,-8.5,i,1.9,i,i,i,i,i,i,i,-9.1
COc1ccc(C(=O)N(C)Cc2ccc(C)o2)cc1OC1CCN(C(C)C)CC1,-6.6,i,3.7,i,i,i,i,i,i,i,14.5
Cc1ccc(C2CC(c3ccc(NS(C)(=O)=O)cc3)=NN2C(=O)c2ccco2)cc1 (centres undefined),-10.8,i,1.9,i,i,i,i,i,i,i,-1.1
CCOc1ccccc1Oc1c(C)oc2c(CN3CCN(CCO)CC3)c(O)ccc2c1=O,-3.6,i,-5.4,i,i,i,i,i,i,i,-34.9
CNC(=O)N(O)C1N(/N=C/c2cc(Br)ccc2O)C(=S)SC1(C)C (centres undefined),-8.7,i,1.7,i,i,i,i,i,i,i,5.4
COc1ccc(NC(=O)c2cncc(Br)c2)cc1S(N)(=O)=O,-11.2,i,12.3,i,i,i,i,i,i,i,2.9
CCSc1ccc(NC(=O)c2cccnc2)cc1,-8.4,i,-3.7,i,i,i,i,i,i,i,7.4
Cc1ccccc1NC(=O)c1cccc(Cn2cc(Br)c([N+](=O)[O-])n2)c1,-0.4,i,-1.0,i,i,i,i,i,i,i,1.2
COc1cc(CNCc2ccc(Br)cc2)cc(OC)c1,-3.0,i,-3.0,i,i,i,i,i,i,i,0.9
CC1Oc2ccccc2OC1(O)c1ccccn1 (centres undefined),-2.6,i,-1.8,i,i,i,i,i,i,i,-2.4
O=C1CC(SC(=Nc2ccccc2)Nc2ccccc2)C(=O)N1c1ccc(Cl)c(Cl)c1 (centres undefined),-8.2,i,1.1,i,i,i,i,i,i,i,-8.0
OCCN(/C=N/c1nc(-c2ccc(Br)cc2)cs1)CCO,-9.8,i,6.7,i,i,i,i,i,i,i,8.4
O=C(NCc1ccccn1)c1ccc(/C=N/O)nc1,-8.6,i,6.6,i,i,i,i,i,i,i,12.5
Cn1nnc(NC(=O)/C=C/c2ccco2)n1,-6.6,i,x,i,i,i,i,i,i,i,4.2
O=C(Cn1nc(-c2cccc(Cl)c2)ccc1=O)Nc1ccc(C(=O)NC2CC2)cc1,-2.7,i,x,i,i,i,i,i,i,i,3.7
Cc1ccc(NC(=O)COC(=O)CSCC(=O)Nc2cc(C)on2)c(C)c1,-17.2,i,-4.6,i,i,i,i,i,i,i,-7.2
O=C(O)CCC(=O)Nc1nc2ccccc2s1,-4.0,i,12.1,i,i,i,i,i,i,i,1.8
COc1cccc(/C=C/C(=O)OCC(=O)Nc2ccc(Cl)c(S(=O)(=O)N(C)C)c2)c1,-9.1,i,-1.0,i,i,i,i,i,i,i,-4.1
O=C(COC(=O)c1ccccc1Oc1ccccc1)NCc1ccco1,0.5,i,-3.2,i,i,i,i,i,i,i,u
Cc1cc(C)cc(NC(=O)Nc2ccc(NC(=O)c3ccccc3O)cc2)c1,-2.1,i,-5.5,i,i,i,i,i,i,i,-1.2
NNc1nc(-c2ccccc2)c2ccccc2n1,-22.3,i,-1.9,i,i,i,i,i,i,i,0.4
Cc1c(C(=O)Oc2ccc(F)cc2)sc2ncn(Cc3cccc(F)c3)c(=O)c12,-3.6,i,-4.4,i,i,i,i,i,i,i,4.3
Cc1ccccc1C=Nc1ccccc1C(N)=O,-1.8,i,10.7,i,i,i,i,i,i,i,0.6

# Screening results as filed in PubChem.
